Screening data from PubChem.
AddAB inh = growth inhibition of E. coli expressing H. pylori AddAB, primary screen, AddAB inhibitor project, absorbance; inhibition, % at 11.9 µM; 0.29% of 330,000 active; AID 435030, 2010; in the data active = inhibition above about 12%;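 note: 0% = vehicle wells of infected cells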
PfHsp90 yeast 2 = growth inhibition of PfHsp90-expressing yeast, primary screen, antimalarial PfHsp90 inhibitor project, S. cerevisiae, BacTiter-Glo luminescence, single point, set 2; BacTiter-Glo ATP, 48 h; yeast lacking PDR1 and PDR3 efflux regulators; inhibition, % at 9.4 µM; AID 504621, 2011; 0.32% of 310,000 active;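 active = every replicate shows inhibition above about 80%, whatever the replicate mean, limit read from the data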;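 note: 0% = DMSO neutral controls and 100% = 20 µM radicicol positive controls; yeast relying on Plasmodium falciparum Hsp90 in place of its own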
Wnt act = Wnt/beta-catenin pathway activators, primary screen, cell-based, plate reader, single point | activation, % at 9.35 µM | 1.2% of 300,000 active | Wnt/beta-catenin reporter cell assay, activator; in the data active = activation above about 30%, passing the limit was not always enough;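 note: 0% = neutral control wells and 100% = positive control wells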
DAGLB inhibitor = DAGLB lipase inhibitors, primary screen, biochemical, fluorescence, HTS; Diacylglycerol lipase-beta (Homo sapiens), Q8NCG7; HEK293T DAGLB membrane lysate, EnzChek fluorogenic substrate; inhibition, % at 5.17 µM; 0.059% of 340,000 active; AID 504411, 2011; in the data active = inhibition above about 34%;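 note: 0% = enzyme with vehicle and 100% = wells lacking enzyme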
Target sequence (Q8NCG7 whole entry, looked up): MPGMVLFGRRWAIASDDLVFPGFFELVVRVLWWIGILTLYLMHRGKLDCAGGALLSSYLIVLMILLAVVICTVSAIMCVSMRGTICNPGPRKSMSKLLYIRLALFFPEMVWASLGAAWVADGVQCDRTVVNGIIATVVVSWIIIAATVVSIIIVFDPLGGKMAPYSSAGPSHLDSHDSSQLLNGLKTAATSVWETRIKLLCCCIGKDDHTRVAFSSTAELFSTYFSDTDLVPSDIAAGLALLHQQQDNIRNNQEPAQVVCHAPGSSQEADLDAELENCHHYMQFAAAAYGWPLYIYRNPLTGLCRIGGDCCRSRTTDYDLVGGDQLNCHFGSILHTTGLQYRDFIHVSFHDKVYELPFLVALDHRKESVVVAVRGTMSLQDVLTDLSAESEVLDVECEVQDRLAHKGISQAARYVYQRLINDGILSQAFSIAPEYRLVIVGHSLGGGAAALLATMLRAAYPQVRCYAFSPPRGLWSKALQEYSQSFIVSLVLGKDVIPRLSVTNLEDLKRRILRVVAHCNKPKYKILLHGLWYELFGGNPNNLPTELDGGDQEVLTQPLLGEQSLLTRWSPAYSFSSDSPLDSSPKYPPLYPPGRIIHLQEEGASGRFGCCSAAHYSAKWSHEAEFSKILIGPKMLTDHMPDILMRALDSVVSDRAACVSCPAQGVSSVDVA
PvdQ acylase = P. aeruginosa PvdQ acylase inhibitors, primary screen, biochemical, fluorescence, plate reader and imaging, single point; purified PvdQ acylase; 0.063% of 340,000 active; AID 488965, 2010; inhibition, % at 10 µM; in the data active = inhibition above about 30%, passing the limit was not always enough;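 note: 0% = vehicle neutral wells and 100% = reference inhibitor wells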
phage Ecoli inh = growth loss of phage-infected E. coli, primary screen, RecBCD inhibitor project, absorbance, with phage, HTS. inhibition, % at 11.9 µM. 0.26% of 360,000 active; in the data active = inhibition above about 11%
CAL PDZ inh = CAL PDZ peptide-binding inhibitors, primary screen, biochemical, fluorescence polarization, Cer-tagged CAL PDZ, HTS; inhibition, % at 20 µM; Golgi-associated PDZ and coiled-coil motif-containing protein (Homo sapiens), Q9HD26; purified CAL PDZ, TMR-peptide fluorescence polarization, 1 h; 0.02% of 330,000 active;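 active = highest replicate inhibition of at least 40%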;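 note: plate controls were DMSO neutral control wells for no effect and unlabeled competitor peptide control wells for full effect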
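System: tagged CAL PDZ domain. Schedule: 1 h room-temperature incubation prior to read. Signal: fluorescence polarization (mP). Measure: percent inhibition from loss of millipolarization.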
Rtt109 HAT inh = inhibitors of C. albicans Rtt109/Vps75 HAT, primary screen, biochemical, ThioGlo CoA-SH fluorescence, plate reader; inhibition, % at 34.9 µM; 0.16% of 330,000 active; Histone acetyltransferase RTT109 (Candida albicans (strain SC5314 / ATCC MYA-2876)), …; purified Rtt109/Vps75, 4 h;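 active = inhibition of at least 50% in every replicate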
Target sequence (Q5AAJ8 whole entry, looked up): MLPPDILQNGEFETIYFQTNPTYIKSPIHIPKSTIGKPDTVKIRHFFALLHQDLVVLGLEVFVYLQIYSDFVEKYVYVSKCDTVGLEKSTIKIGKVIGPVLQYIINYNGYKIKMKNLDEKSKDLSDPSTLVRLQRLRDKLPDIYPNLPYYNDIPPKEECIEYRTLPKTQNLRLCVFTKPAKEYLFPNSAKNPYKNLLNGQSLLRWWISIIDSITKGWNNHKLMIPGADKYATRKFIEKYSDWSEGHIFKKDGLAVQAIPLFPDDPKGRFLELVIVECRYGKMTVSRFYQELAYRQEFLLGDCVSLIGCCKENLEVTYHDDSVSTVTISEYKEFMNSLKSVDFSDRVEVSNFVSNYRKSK
Ecoli viability = E. coli V3065 growth inhibition, primary screen, counter-screen for AddAB inhibitor project, absorbance, OD600. AID 449728, 2010. inhibition, % at 11.9 µM. 0.27% of 330,000 active. 18 h;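 active = inhibition above the campaign's mean inhibition across all tested compounds plus 3 SD, cut at about 9.9% in these data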;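 note: uninfected addAB+ strain grown without phage in ampicillin broth; 0% = DMSO wells and 100% = ciprofloxacin 0.95 µg/ml wells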
Tat export inh = E. coli Tat export inhibitors, primary screen, MC4100, TorA-mCherry reporter, fluorescence, single point; inhibition, % at 10 µM; 0.036% of 340,000 active;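 active = mean replicate inhibition at least 50% and at least half of replicates individually reaching 50%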;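 note: exported cargo escapes ClpAP degradation while cytoplasmic cargo is degraded and loses fluorescence; 0% = median of neutral control wells and 100% = median of NaSCN control wells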
Starred values were filed as active, the others as inactive; nt = not tested or not shown.

SMILES	AddAB inh	PfHsp90 yeast 2	Wnt act	DAGLB inhibitor	PvdQ acylase	phage Ecoli inh	CAL PDZ inh	Rtt109 HAT inh	Ecoli viability	Tat export inh
CCN(CCCNC(=O)Cn1ncc2c([nH]c3ccc(C)cc32)c1=O)Cc1ccccc1	3.6	-1	1	1	-18	2.7	-1.8	21	1.2	1
COc1cccc(/C=N/Nc2cc(C)nc(-c3ccccc3O)n2)c1O	7.4	-15	-1	2	14	4.2	0.0	9	6.4	-1
CN(C)C(CNC(=O)CSc1nnc(-c2ccco2)o1)c1ccccc1 (stereo not given)	1.6	-18	nt	-1	3	1.1	-0.4	6	-1.2	5
COc1ccc(NC(=O)CSc2nc(O)cc(=O)[nH]2)c(OC)c1	0.8	10	1	7	-9	-2.5	-2.3	17	-1.3	-5
COC(=O)c1cc(CNC(=O)c2ccc(O)c(Cl)c2)ccc1OC	3.7	12	-1	1	1	1.1	-1.5	2	1.5	3
COc1ccccc1C(=O)Nc1ccc(S(=O)(=O)NC2=NCCCCC2)cc1	-0.2	nt	-1	2	-11	2.3	-0.6	-19	1.9	-3
CC(NC(=O)COc1ccccc1)C(=O)OCC(=O)c1cc2ccccc2o1 (stereo not given)	2.5	17	6	-1	-6	-0.5	-2.9	nt	0.7	8
COc1ccc(C2CC(=O)C(C=NCC(C)C)=C(O)C2)cc1 (stereo not given)	nt	-26	0	1	-8	3.2	-0.9	-7	nt	4
O=C(Nc1nc2ccccc2s1)C1CCCN1S(=O)(=O)c1ccc(Cl)cc1 (stereo not given)	3.4	nt	nt	2	-13	1.2	-3.9	1	2.2	6
CN1/C(=C\C(=O)Nc2cccc(Cl)c2)C(C)(C)c2ccccc21	0.2	-2	-3	-4	7	4.2	-0.9	nt	2.3	0
CC(=O)Nc1ccc(SCC(=O)OCC(=O)NC(=O)NCc2ccco2)cc1	-0.2	nt	-2	0	-5	1.3	nt	-1	-2.5	-1
COc1ccc(/C=C2\SC(=S)N(N3C(=O)CCC3=O)C2=O)cc1O	-2.3	-7	-2	4	-11	6.4	0.8	3	-1.3	-3
Cc1ccc(C(=O)OCC(=O)NCc2cccs2)s1	nt	23	16	0	-5	2.6	-2.3	-2	nt	4
Cc1c(Cl)cccc1NC(=S)N(C)CCC#N	0.7	-21	2	2	-6	1.8	1.6	-8	3.9	4
Cc1ccc(C(=O)NC(=C(Cl)Cl)S(=O)(=O)c2ccccc2)cc1	4.2	-2	9	4	-4	2.0	-2.3	2	-1.1	-8
O=C(NNC(=O)c1ccc(Cl)s1)c1csc(N2CCOCC2)n1	-1.7	nt	-2	2	-1	0.5	-0.9	-8	-1.6	3
CCOC(=O)C(N)CSC1CC(=O)N(c2ccc(OCC)cc2)C1=O (stereo not given)	3.4	10	-1	-3	0	2.0	nt	5	-0.8	5
Cn1cccc1-c1nc2ccc(NC(=O)c3ccco3)cc2[nH]1	1.0	1	8	-1	-7	2.4	-2.8	2	-0.1	-1
CCOc1ccccc1N(CC(=O)NCC1CCCO1)C(=O)CCC(=O)Nc1cc(C)on1 (stereo not given)	3.1	2	-1	-1	5	0.1	-3.5	-9	0.4	-3
COc1ccc(N(CC(=O)NC2CCCC2)C(=O)Cn2nnc(-c3ccc(C)o3)n2)c(OC)c1	nt	-28	-2	1	-11	1.1	-3.0	4	nt	3
CC(C)(C)N1CC(c2nc3ccccc3n2Cc2ccccc2)CC1=O (stereo not given)	1.6	nt	-4	-2	-8	3.1	-1.4	-8	1.4	6
CCOc1cccc(NC(=O)Cc2cccs2)c1	1.5	7	2	-1	-14	0.9	-1.4	5	3.9	1
CCN(C[C@H]1N[C@@](C)(C(=O)OC)[C@H]2C(=O)N(C)C(=O)[C@@H]12)S(=O)(=O)c1ccc(C)cc1	0.8	-2	-4	0	-8	-0.7	0.3	-13	-0.5	6
Cc1ccc(-c2nc(-c3ccccn3)no2)cc1Cl	-2.1	28	-26	-11	3	0.0	-3.6	-3	-4.0	3
CCN(CC)S(=O)(=O)c1cc(NC(=O)c2ccc(Br)s2)ccc1C	0.8	-3	7	-4	8	3.1	-1.9	-1	-0.1	-1
OCCOCCOc1cccc2[nH]ccc12	3.1	-25	-1	1	-5	4.6	2.3	-3	-2.4	28
O=C(Nc1ccc(N2CCCC2)cc1)c1cccc(Cl)c1Cl	-0.7	-9	-1	-1	-16	4.2	-1.4	-2	0.0	-3
COc1ccccc1NC(=O)CSc1nnc(Cc2cccn2C)n1CCc1ccccc1	1.3	-4	nt	1	-3	1.6	-1.5	-1	-0.2	1
COc1ccc(-c2csc3nc[nH]c(=O)c23)cc1	-0.8	-2	0	0	-4	3.0	-1.4	-3	-4.2	4
Cn1cnc([N+](=O)[O-])c1S(=O)(=O)Oc1ccccc1	nt	6	-3	-4	-4	1.1	0.5	5	nt	19
NC(=O)CN(N=Nc1cccc([N+](=O)[O-])c1)c1cccc([N+](=O)[O-])c1	0.0	6	nt	-1	8	2.7	-3.5	nt	0.9	-1
CC(NC(=O)COC(=O)c1cc([N+](=O)[O-])ccc1N1CCOCC1)c1ccccc1 (stereo not given)	1.6	35	-2	-1	-10	-1.8	-0.4	15	3.1	-19
COc1ccc(-c2noc(-c3ccc4c(c3)OCO4)n2)cc1	0.3	-5	21	-3	-9	0.6	-0.4	2	-1.1	-5
COc1ccccc1NC(=O)c1ccc(NC(=O)c2ccco2)cc1	2.2	-34	-1	4	-3	2.7	-5.5	-9	0.8	3
CCOC(=O)Nc1ccc(=O)n(Cc2c(Cl)cccc2Cl)c1	0.3	-3	nt	1	-9	0.2	-1.0	11	-0.4	3
COc1ccc(CCC2(C)NC(=O)N(C(C)C(=O)N3c4ccccc4CC3C)C2=O)cc1 (stereo not given)	1.9	4	-5	-4	-18	3.3	-0.6	0	-1.4	1
CN(C)CCN(C(=O)c1ccc(S(=O)(=O)N(C)C)cc1)c1nc2cc3c(cc2s1)OCCO3	1.2	nt	6	-2	-1	1.4	-3.0	9	1.6	-6
OC1(C(F)(F)F)CC(O)(C(F)(F)F)n2nc(-c3ccccc3)cc2N1 (stereo not given)	2.2	nt	nt	-1	-14	-1.8	-2.0	nt	0.0	6
CC(=O)Nc1nnc(SCC(=O)N2C(C)CCCC2C)s1 (stereo not given)	3.6	22	20	2	-13	-1.6	-1.5	5	0.9	0
O=C(Nc1ccc2c(c1)OCCO2)C1CCN(C(=O)c2ccc(Cl)cc2)CC1	1.7	-4	-2	-2	12	3.2	-1.2	4	1.4	-4
CC(=O)N1CCN(C(=O)c2cc(-c3ccc(Cl)s3)nc3ccccc23)CC1	-0.3	-16	-1	0	-7	-2.4	-3.4	-19	2.4	-3
COc1ccc(-c2nn(-c3ccccc3)cc2C(=O)N2CCN(S(=O)(=O)c3cccc(F)c3)CC2)cc1	-2.9	105*	1	2	-6	0.4	-4.1	-7	0.8	3
COc1ccc(-n2c(CN3CCC(C)CC3)nc3ccc([N+](=O)[O-])cc3c2=O)c(OC)c1	-0.1	-24	5	-1	-7	1.8	-0.4	4	-2.1	1
Cc1ccc(CC(=O)OCCNC(=O)c2cccnc2)cc1	1.6	-1	nt	3	-3	0.1	1.2	8	2.2	-6
Cc1[nH]c(=S)c(C#N)c(C)c1C(=O)Nc1ccccc1	4.0	-1	nt	-1	10	4.1	-3.2	9	-2.4	-5
O=C(c1ccccc1Oc1ccc(C(F)(F)F)cc1[N+](=O)[O-])N1CCOCC1	6.5	10	nt	-2	-9	4.0	-2.7	nt	0.6	0
Brc1ccc(-c2csc(/N=C/N3CCCC3)n2)cc1	5.1	0	27	-4	3	1.8	0.5	8	2.2	5
CCC(C(=O)OCn1nnc2ccccc2c1=O)c1ccccc1 (stereo not given)	2.2	-1	0	-1	-13	1.3	-0.9	nt	0.3	-12
CNC(=S)Nc1ccc(C(N)=O)cc1	1.8	-16	2	-2	-13	0.3	-1.6	-1	2.0	4
COC(=O)c1cc(NS(=O)(=O)c2ccc(C(C)C)cc2)ccc1N1CCOCC1	-0.1	19	2	0	-10	-1.6	-0.5	-1	-0.7	7
O=C(O)C1CCCN1C1=NS(=O)(=O)c2ccccc21 (stereo not given)	2.5	3	1	0	-18	2.3	-3.1	-2	0.8	-3
CC(C)(C)NC(=O)Cn1c(SCC(=O)NC2CC2)nc2ccccc21	2.0	22	0	2	-8	4.3	-1.8	0	0.2	-9
Cn1nc(C(=O)OCC(=O)Nc2ccccc2[N+](=O)[O-])c2ccccc2c1=O	1.9	11	-1	1	-3	-1.8	-3.3	-3	2.8	7
C[C@@H](CO)NC(=O)c1ccc2c3n(nc2c1)-c1ccc(Cl)cc1CO3	-1.1	21	47*	3	-1	0.0	-4.0	7	1.5	0
CC(C)(CNS(C)(=O)=O)SCc1ccc(Cl)cc1	4.1	-3	-1	-3	-3	5.3	-0.3	-10	2.0	4
Cc1cc(C)c2c(N)c(C(=O)Nc3ccccc3Br)sc2n1	3.5	8	12	-6	-4	1.0	0.6	15	1.4	5
COc1cc2c(c(OC)c1OC)CC(=O)N(C)CC2	1.1	12	nt	-4	1	1.2	0.9	10	2.7	4
CC1CCc2c(C(=O)OCC(=O)Nc3cccc(S(=O)(=O)N4CCCCCC4)c3)csc2C1 (stereo not given)	2.5	4	-2	-10	-2	0.5	-2.3	-1	2.1	-4
Cc1nnc(N(C)C(=O)c2cccnc2)s1	1.8	-1	-6	2	3	3.0	-1.6	6	1.0	-4
O=C(C1=C[C@H](C2CC2)C[C@H](OCc2ccc(CO)cc2)O1)N1CCOCC1	1.5	-1	0	-3	10	2.5	-0.7	1	-1.4	-2

A run of entries taken from the entries so far:
SMILES	AddAB inh	PfHsp90 yeast 2	Wnt act	DAGLB inhibitor	PvdQ acylase	phage Ecoli inh	CAL PDZ inh	Rtt109 HAT inh	Ecoli viability	Tat export inh
Cc1nnc(N(C)C(=O)c2cccnc2)s1	1.8	-1	-6	2	3	3.0	-1.6	6	1.0	-4
O=C(C1=C[C@H](C2CC2)C[C@H](OCc2ccc(CO)cc2)O1)N1CCOCC1	1.5	-1	0	-3	10	2.5	-0.7	1	-1.4	-2

Additional entries follow.
SMILES	AddAB inh	PfHsp90 yeast 2	Wnt act	DAGLB inhibitor	PvdQ acylase	phage Ecoli inh	CAL PDZ inh	Rtt109 HAT inh	Ecoli viability	Tat export inh
CCN1C(=O)C(CC(=O)Nc2ccc(Br)cc2)N(CCCc2ccccc2)C1=S (stereo not given)	2.9	-5	nt	-9	2	1.6	-1.0	27	2.7	20
COc1ccccc1NC(=O)Nc1nc(CC(=O)Nc2ccc(OC)c(OC)c2)cs1	-0.5	nt	-1	-1	8	0.7	-3.6	20	1.9	-4
CCOc1ccccc1CNC(=O)c1ccc2nc(N3CCOCC3)sc2c1	2.4	-23	-1	-2	-2	0.2	-2.9	9	-1.6	0
Cc1ccc(Nc2ncccc2C(=O)NCc2cccs2)c(C)c1	-1.6	nt	nt	-2	-8	0.8	-0.3	0	-1.7	15
CC(C(=O)NCc1ccco1)n1cc(C(=O)c2ccco2)c2ccccc21 (stereo not given)	0.8	25	nt	-3	-15	2.6	-1.0	-4	-1.3	3
